Screens: PubChem, National Center for Advancing Translational Sciences (NCATS)
USP1-UAF1 inh – blocks the human USP1/UAF1 deubiquitinase complex; recombinant USP1/UAF1, Ub-Rhodamine cleavage fluorescence; Potency, µM (series often up to 57.1 µM), for inactives: at the top dose activity change, negative = inhibition, actives largely listed as inhibitors; actives 0.23% (n = 390,000); also: % is scaled to controls: 0 for no effect and ±100 for the full control effect; nearly all actives have a fitted effect of over 60% in size; inactives centre near -12
Target sequence (O94782 whole entry, looked up): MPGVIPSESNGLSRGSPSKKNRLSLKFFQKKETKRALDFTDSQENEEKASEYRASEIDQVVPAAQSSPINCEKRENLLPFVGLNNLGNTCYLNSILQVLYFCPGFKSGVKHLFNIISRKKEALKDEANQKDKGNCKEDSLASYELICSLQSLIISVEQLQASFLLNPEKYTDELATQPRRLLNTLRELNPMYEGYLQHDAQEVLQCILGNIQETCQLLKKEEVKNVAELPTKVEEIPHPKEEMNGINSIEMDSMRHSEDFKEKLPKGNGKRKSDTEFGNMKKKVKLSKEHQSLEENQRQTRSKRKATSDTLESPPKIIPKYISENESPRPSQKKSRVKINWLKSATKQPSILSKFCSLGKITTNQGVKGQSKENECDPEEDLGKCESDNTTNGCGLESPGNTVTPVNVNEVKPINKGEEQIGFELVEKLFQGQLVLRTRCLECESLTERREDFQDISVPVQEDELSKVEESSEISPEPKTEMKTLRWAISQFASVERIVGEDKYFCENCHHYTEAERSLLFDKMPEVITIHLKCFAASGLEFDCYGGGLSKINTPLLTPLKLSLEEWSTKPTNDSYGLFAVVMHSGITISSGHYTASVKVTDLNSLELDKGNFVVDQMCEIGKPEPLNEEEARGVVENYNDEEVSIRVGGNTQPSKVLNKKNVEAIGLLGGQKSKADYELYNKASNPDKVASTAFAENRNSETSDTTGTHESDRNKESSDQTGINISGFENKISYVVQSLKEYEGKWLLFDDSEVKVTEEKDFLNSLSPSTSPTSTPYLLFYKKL
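High-throughput fluorogenic screen: 1nM USP1/UAF1 complex, Ub-Rho substrate 150nM final, 50mM HEPES pH 7.8 with 0.5mM EDTA, 0.1 mg/ml BSA, 1mM TCEP and 0.01% Tween-20.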
Vif-APOBEC3F blk – inhibitors of Vif-A3F interaction | HeLa A3F-eYFP + Vif (tagged APOBEC3F with the HIV-1 protein that degrades it), YFP fluorescence increase | Potency, µM (titrated, usually from 46.1 µM), for inactives: at the top dose activity, negative = active | actives 0.2% (n = 390,000); also: % of control where 0% means no effect; nearly all actives have a fitted effect of over 65% in size
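HeLa cells stably expressing A3F-eYFP plus Vif, plated and incubated overnight at 37 deg C, then exposed to compounds overnight at 37 deg C. Blocked degradation read as raised yellow fluorescence (Ex 488/Em 500-530).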
RXFP1 ag – agonists of human relaxin receptor RXFP1; Q9HBX9; HEK293T-RXFP1 cAMP TR-FRET, 30 min; response scale: percent of porcine relaxin response, buffer zero; Potency, µM (titrated, usually from 57.5 µM), for the others: top-dose activation, most hits filed as activators; actives 0.3% (n = 370,000); also: % is scaled to controls: 0 for no effect and ±100 for the full control effect; nearly all actives have a fitted effect of over 60% in size; many of its hits are not listed in these tables
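cAMP rise read by TR-FRET after 30 min, 37C compound exposure (up to 58 uM) in RXFP1-transfected HEK293 cells with Ro 20174 present. EC50 from Hill-equation fits, with 29 nM porcine relaxin as 100% and buffer as basal.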
TrxR1 substrate – is turned over as a substrate by rat TrxR1; O89049; purified TrxR1 substrate turnover, NADPH consumption readout; Potency, µM (top dose mostly 114 µM), for inactives: at the highest dose activity change, negative = substrate turnover; actives 0.01% (n = 390,000); AID 588456; also: % is scaled to controls: 0 for no effect and ±100 for the full control effect; nearly all actives have a fitted effect of over 50% in size
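Rat TrxR1, dispensed at 90 nM, was prereduced with 400 uM NADPH (final) for 5 min at ~22 deg C, then incubated with compound 15 min before 400 uM selenite. A first-read NADPH fluorescence drop versus no-compound background flagged substrates.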
rTrxR1 inhibitor – blocks rat thioredoxin reductase 1 | AID 588453 | Potency, µM (doses to about 114 µM), for the others: at the top dose activity change, negative = inhibition, hits mostly inhibitors | recombinant rTrxR1, NADPH fluorescence consumption, selenite substrate | actives 1% (n = 390,000); also: % is scaled to controls: 0 for no effect and ±100 for the full control effect; nearly all actives have a fitted effect of over 65% in size
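Rat TrxR1 (90 nM in the dispensed reagent) was pre-reduced with 400 uM NADPH for 5 min at room temperature, then incubated with compound for 15 min. After 400 uM selenite was added, NADPH fluorescence (Ex 340/Em 450 nm) was followed for 8 min.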
Vif-A3G inh – Vif-A3G binding inhibition. Q9HC16. HeLa A3G-eYFP + Vif (tagged APOBEC3G with the HIV-1 protein that degrades it), YFP fluorescence, overnight. Potency, µM (highest dose often 46.1 µM), without a hit: at the top dose activity, negative = active, actives largely listed as inhibitors. actives 0.076% (n = 410,000). AID 602310;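 also: % is scaled to controls: 0 for no effect and ±100 for the full control effect; nearly all actives have a fitted effect of over 60% in size; hits raise eYFP signal because A3G escapes Vif-driven loss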
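Read-out is eYFP fluorescence (Ex 488/Em 500-530) from Vif-expressing HeLa A3G-eYFP cells; more signal means A3G escaped Vif-mediated degradation. Cells plated overnight, compound pinned in, incubated overnight at 37 deg C.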
RGS4 inhibitor – blocks human RGS4-accelerated GTP hydrolysis; Transcreener GDP fluorescence polarization, RGS4-accelerated GTP hydrolysis; P49798; actives 0.039% (n = 390,000); Potency, µM (highest dose often 114 µM), for the others: at the highest dose activity change, negative = inhibition, usual class: inhibitors; also: % is scaled to controls: 0 for no effect and ±100 for the full control effect; nearly all actives have a fitted effect of over 75% in size; some results filed as inactive show a strong effect at the top dose
Target sequence (P49798 whole entry, looked up): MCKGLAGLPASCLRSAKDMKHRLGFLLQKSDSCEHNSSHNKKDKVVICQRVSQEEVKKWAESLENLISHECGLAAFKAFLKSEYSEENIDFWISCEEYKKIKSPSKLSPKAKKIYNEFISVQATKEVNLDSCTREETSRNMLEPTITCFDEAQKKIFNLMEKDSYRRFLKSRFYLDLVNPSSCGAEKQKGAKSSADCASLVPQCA
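MLSMR compounds (23 nl, pin-transferred) preincubated 10 min at room temperature with a 500nM (2x) first reagent, then RGS4 at 900nM (2x) plus Transcreener GDP mix added; fluorescence polarization (620/688 nm) read before and after 90 min at 30 °C.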
mIDH1 inhibitor – human IDH1 R132H inhibition. actives 0.093% (n = 390,000). IDH1-R132H enzyme, NADPH consumption, diaphorase/resazurin fluorescence. AID 602179. Potency, µM (titrated, usually from 76.6 µM), for the others: at the highest dose activity change, negative = inhibition, hits mostly inhibitors. O75874; also: % is scaled to controls: 0 for no effect and ±100 for the full control effect; nearly all actives have a fitted effect of over 65% in size
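IDH1-R132H (0.5 ug/mL dispensed) in pH 7.5 Tris buffer was preincubated 30 min with compound, then given a substrate mix of 0.016 mM NADPH and 2 mM alpha-KG for 80 min at room temperature; remaining NADPH was read by diaphorase/resazurin fluorescence.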
12-LOX inh – ALOX12 (human) lipoxygenase inhibition; purified 12hLO, xylenol orange hydroperoxide absorbance; Potency, µM (titrated, usually from 108 µM), for inactives: top-dose activity change, negative = inhibition, hits mostly inhibitors; actives 1.1% (n = 580,000); also: % is scaled to controls: 0 for no effect and ±100 for the full control effect
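Hydroperoxide product was detected by ferrous iron/xylenol orange as the 573 to 405 nm absorbance ratio. Arachidonic acid at 40 uM (final) was turned over for 30 min at room temperature by 150 nM human 12hLO, pH 7.0 Hepes buffer, after 15 min compound preincubation.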
* = called active by the depositor; ? = inconclusive; . = not tested or not shown; & = joins results of further samples; [ ] = another dose, or the depositor's remark. Calls follow the shape of the dose curve; as a rule, active = well fitted curve in the direction sought with a large enough effect; inconclusive = small, poorly fitted or top-dose-only effect, or another doubt; inactive = no such curve, though single readings can be large; an effect the other way counts as inactive or inconclusive. Potency is read from the fitted curve at half-maximal effect. A portion of the library; rates above refer to the full screens.

No.	SMILES	USP1-UAF1 inh	Vif-APOBEC3F blk	RXFP1 ag	TrxR1 substrate	rTrxR1 inhibitor	Vif-A3G inh	RGS4 inhibitor	mIDH1 inhibitor	12-LOX inh
1	CCOc1ccccc1NC(=O)C(=O)NCC(c1cccnc1)N1CCN(c2ccccc2)CC1 (stereo not given)	-24%	1%	3.3%	-4%	6%[11.4 µM]	0%	10%	11%	?
2	Cc1cccc(NC(=S)NCc2ccc3c(c2)OCO3)c1	-22%	-6%	4.4%	8%[57.1 µM]	0%[57.1 µM]	0%	-20%	3%	?
3	Cc1csc2nc(COC(=O)c3cccc(NC(=O)COc4ccccc4Cl)c3)cc(=O)n12	10%	1%	?	11%[57.1 µM]	20%[57.1 µM]	1%	-6%	5%	-10%
4	CCc1ccc(NC(=O)C2CCCN(S(C)(=O)=O)C2)cc1 (stereo not given)	8%	-18%	-1.1%	-2%[57.1 µM]	13%[57.1 µM]	1%	?	7%	-7%
5	O=S(=O)(c1ccc(NC(=S)N/N=C/c2ccc(Oc3ccccc3)cc2)cc1)N1CCOCC1	-11%	0%	-0.5%	-3%	8%	-1%	3%	?	?
6	CCOC(=O)c1c(C)[nH]c(C)c1C(=O)COC(=O)/C=C/c1cccc([N+](=O)[O-])c1	-28%	-1%	.	.	.	1%	.	6%	1%
7	Cc1ccc(-n2cc(CN3CCN(Cc4nccn4C)CC3)c(-c3ccc(F)cc3)n2)cc1	-21%	-11%	-0.3%	-4%	9%	1%	7%	1%	0%
8	COc1cc(SC)ccc1C(=O)OCC(=O)N1CCCC1	-8%	-11%	3.0%	-7%	3%	-2%	-2%	9%	-3%
9	CCCNc1ncccc1C(N)=O	-7%	4%	1.2%	34%[activator]	-15%	2%	-9%	11%	0%
10	CN1C(C(=O)NCc2ccco2)CC2Cn3c(nc4cc(Cl)c(Cl)cc43)C21 (stereo not given)	3%	2%	0.8%	4%[57.1 µM]	-15%[57.1 µM]	0%	11%	-14%	-14%
11	S=C(NCc1ccco1)N/N=C/c1ccc(Cl)cc1	-4%	-19%	0.5%	-6%	-7%	-1%	-31%	1%	45µM*
12	Cn1cnc2c(cnn2C)c1=O	?	-11%	.	-1%[2.29 µM]	-2%[2.29 µM]	1%	12%	1%	-14%
13	COc1ccc(CNC(=O)C(C)OC(=O)CCN2C(=O)C3CC=CCC3C2=O)cc1 (stereo not given)	-15%	7%	1.1%	-8%	-11%	0%	4%	4%	?
14	COc1cccc(CNS(=O)(=O)c2ccc3c(c2)N(C(C)=O)CCS3)c1	-7%	0%	-0.6%	1%	22%	3%	9%	-8%	-9%
15	Nc1nncn1C(=O)CCCOc1ccccc1	-16%	3%	-2.4%	4%	17%	-1%	-24%	-1%	0%
16	O=C(NCCCN1CCOCC1)C1CCC(=O)N1C1CCCCC1 (stereo not given)	-1%	-3%	0.0%	3%	21%	1%	16%	1%	23%

Given with two lines to a compound: part of the list above.
Values run as follows: USP1-UAF1 inh | Vif-APOBEC3F blk | RXFP1 ag | TrxR1 substrate | rTrxR1 inhibitor | Vif-A3G inh | RGS4 inhibitor | mIDH1 inhibitor | 12-LOX inh
2: Cc1cccc(NC(=S)NCc2ccc3c(c2)OCO3)c1
→ -22% | -6% | 4.4% | 8%[57.1 µM] | 0%[57.1 µM] | 0% | -20% | 3% | ?
11: S=C(NCc1ccco1)N/N=C/c1ccc(Cl)cc1
→ -4% | -19% | 0.5% | -6% | -7% | -1% | -31% | 1% | 45µM*

Next part:
No.	SMILES	USP1-UAF1 inh	Vif-APOBEC3F blk	RXFP1 ag	TrxR1 substrate	rTrxR1 inhibitor	Vif-A3G inh	RGS4 inhibitor	mIDH1 inhibitor	12-LOX inh
17	COc1ccc(N2CCN(C(=O)CN3C(=O)CSc4c3c(C)nn4-c3ccccc3)CC2)cc1	-22%	5%	3.8%	3%[57.1 µM]	19%[57.1 µM]	4%	0%	5%	-28%
18	Cc1nc(SCC(=O)N(CC(C)C)C2CCS(=O)(=O)C2)c2ccccc2n1 (stereo not given)	-5%	1%	-0.5%	-12%	5%	-2%	5%	-2%	0%
19	CCCCn1c(N)c(N(CC)C(=O)c2cccc(F)c2)c(=O)[nH]c1=O	-7%	2%	-0.7%	6%	26%	-1%	5%	-14%	5%
20	CCOC(=O)C1(C)C=C(Nc2ccc(C)cc2)C(=O)N1c1ccc(C)cc1 (stereo not given)	0%	-3%	1.6%	42%	32%[57.1 µM]	-1%	8%	-4%	-1%
21	COc1ccccc1Nc1nnc(SCC(=O)c2cc(C)n(CC3CCCO3)c2C)s1 (stereo not given)	0%	-5%	3.1%	-8%	-15%	1%	-16%	2%	-10%
22	CC(=O)c1ccc(NC(=S)Nc2ccn(Cc3ccc(Br)cc3)n2)cc1	-11%	-8%	-0.7%	9%	21%[57.1 µM]	-2%	-7%	-4%	3%
23	Cc1onc(-c2c(Cl)cccc2Cl)c1C(=O)N1CCSCC1	-22%	-8%	-0.2%	0%	4%	-8%	-4%	11%	?
24	CN(C)c1ccc(CN2CCCC(O)C2)cc1 (stereo not given)	-5%	-6%	-1.0%	4%	2%	3%	-10%	4%	-19%
25	Cc1ccccc1-c1noc(-c2ccccc2C(=O)NCC2CCCO2)n1 (stereo not given)	-27%	-9%	3.1%	4%	28%	-1%	12%	-3%	1%&29%
26	O=C(C1CCN(S(=O)(=O)c2cccc3cccnc23)CC1)N1CCN(c2ccccn2)CC1	-16%	8%	0.5%	15%	24%[57.1 µM]	0%	-11%	-9%	0%
27	CCOC(=O)/C=C1\NC(C)(C)Cc2cc(OC)c(O)cc21	-7%	-1%	5.3%	0%	5%	3%	-15%	-1%	-14%
28	Cc1ccc(C)c(CN2C(=O)C3CCCN3c3ccc(C#N)cc32)c1 (stereo not given)	-7%	0%	0.8%	8%	-4%	3%	14%	4%	-2%
29	COc1ccc(NC(=O)Nc2ccccc2C(=O)N2CCCC2)cc1	-19%	4%	-0.2%	9%[57.1 µM]	16%[57.1 µM]	0%	-6%	4%	0%
30	COCCn1cnnc1SCC(=O)Nc1ccc(N2CCCCC2)cc1	-8%	-2%	0.0%	-6%	-6%	1%	8%	0%	-13%
31	COc1cccc(CC2(CO)CCN(C(=O)NCCc3ccccc3)CC2)c1	-19%	13%	3.3%	3%	30%	2%	-1%	-2%	-10%
32	O=C(c1cc(Cl)ccc1[N+](=O)[O-])n1cnc2ccccc21	-3%	-9%	0.1%	-17%	-35%	0%	2%	-2%	1%
33	O=C(CNC(=O)c1ccc(F)cc1)OCc1cc(=O)n2nc(C3CCCCC3)sc2n1	-12%	3%	?	2%[57.1 µM]	4%[57.1 µM]	1%	3%	0%	-1%
34	Cc1cc(C)c2c(c1)/C(=N\N=c1\sc3ccccc3n1C)C(=O)N2	-8%	-11%	0.1%	1%	19%	1%	-23%	0%	-14%
35	COc1cc2c(cc1OC)C(c1ccc(F)cc1)N(c1ccc(F)cc1)C(=O)C2 (stereo not given)	?	1%	-1.3%	-3%	4%	-2%	-10%	7%	-25%
36	CC(=O)c1cccc(S(=O)(=O)N2CCC(C(=O)N(C)Cc3ccc(Cl)s3)CC2)c1	-3%	-10%	0.4%	-1%	1%	-4%	16%	0%	-27%
37	O=[N+]([O-])c1cc([N+](=O)[O-])c2cccnc2c1Oc1ccccc1O	-20%	-12%	0.3%	-20%	?	-19%	-26%	8%	?
38	CCN1CCN(C(CNS(=O)(=O)c2ccc(C)cc2)c2ccccc2)CC1 (stereo not given)	-23%	1%	-0.8%	5%	13%	3%	-6%	6%	?
39	Cn1c(=O)n(CC(=O)O)c(=O)c2c1nc1n2CCCN1Cc1ccccc1	-14%	-6%	0.0%	-9%	-5%	2%	16%	-2%	?
40	Cc1sc2nc(SCC(=O)NCc3ccco3)[nH]c(=O)c2c1C	-30%	-6%	2.0%	0%	0%	1%	-9%	14%	-13%
41	COc1ccc(C(=O)CSc2nnc(CN3CCCCC3)n2-c2ccc(F)cc2)cc1	?	-11%	-0.8%	5%[57.1 µM]	6%[57.1 µM]	0%	18%	-1%	-3%
42	FC(F)(F)c1nnc2c3ccccc3c(Cl)nn12	3%	2%	4.6%	-8%	-14%	?	10%	2%	2%
43	O=C(c1ccc(F)cc1)N1CCN=C1c1ccccc1	-7%	2%	3.6%	19%	35%	-11%	10%	6%	2%
44	COc1ccc(CN(C(=O)Cc2cccs2)C(C(=O)NC2CCCC2)c2ccncc2)cc1 (stereo not given)	-10%	-9%	0.6%	2%	10%	1%	-16%	1%	?
45	CC1CCCCN1S(=O)(=O)c1coc(C(N)=O)c1 (stereo not given)	-22%	-3%	2.1%	6%	29%	1%	10%	-16%	-1%
46	Cc1c(Cl)cnc(NC(=O)COC(=O)c2cccc(S(=O)(=O)N3CCc4ccccc4C3)c2)c1Cl	-19%	-2%	4.1%	-7%	-12%	0%	-11%	2%	-13%
